Screening data deposited in PubChem BioAssay by National Center for Advancing Translational Sciences (NCATS).
uPA generation: qHTS for Inhibitors of Cell Surface uPA Generation. AID 540303, 2011. 330,000 tested, 0.31% active. Potency, µM (titrated, usually from 38.3 µM), for inactives: at the top dose activity change, negative = inhibition, actives largely listed as inhibitors. cell surface uPA generation assay, qHTS; active = well fitted inhibition curve with a large enough effect; inconclusive = small, poorly fitted or top-dose-only effect; inactive = no such curve, though single readings can be large or run the other way; tested in mouse RAW 264.7 cells; also: potency is read from the fitted curve at half-maximal effect; % is scaled to controls: 0 for no effect and ±100 for the full control effect; nearly all actives have a fitted effect of over 55% in size
p53 reactivation: qHTS assay for re-activators of p53 using a Luc reporter; AID 504706, 2011; Potency, µM (titrated, usually from 92.2 µM), for inactives: at the top dose activity change, positive = activation, usual class: activators; 320,000 tested, 0.063% active; H1299 p53-A138V BP100-luciferase reporter, luminescence, 24 h; also: potency is read from the fitted curve at half-maximal effect; % of control where 0% means no effect; nearly all actives have a fitted effect of over 45% in size
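p53-null H1299 cells stably carrying temperature-sensitive p53-A138V and a BP100-luciferase reporter were pinned with compounds (4-point, 1:5 series) and held 24 hrs at 37 deg C. Luminescence was read 10 min after detection reagent.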
BRCA1 expr up: qHTS Assay to Identify Small Molecule Activators of BRCA1 Expression; MCF7-BRCA1-FFLuc reporter, luminescence, 48 h; response scale: scaled: vehicle 0%, 10 µM genistein 100%; Potency, µM (titrated, usually from 46.1 µM), without a hit: at the highest dose activation, usual class: activators; 380,000 tested, 1.1% active; AID 624202, 2012; also: potency is read from the fitted curve at half-maximal effect; nearly all actives have a fitted effect of over 80% in size; some results filed as inactive show a strong effect at the top dose
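MCF7-BRCA1-FFLuc cells, 2000/well in phenol-red-free MEM, attached 2 h then treated 48 h at 37 C. Luciferase luminescence read 15 min after reagent; normalized to genistein maximum activation (10microM) and DMSO, concentration-response fitted.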
a7 integrin act: qHTS for Activators of Integrin-Mediated Alleviation for Muscular Dystrophy; 350,000 tested, 0.064% active; alpha7betagal myoblasts, beta-gal FDG fluorescence, 48 h; Potency, µM (top dose mostly 38.3 µM), for the others: at the top dose activation, most hits filed as activators;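 also: potency is read from the fitted curve at half-maximal effect; 100% = response of the positive control SU9516; nearly all actives have a fitted effect of over 60% in size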
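Alpha7betagal+/- myoblasts (passage 13) were plated 16-24 hr, then exposed to compounds (1:260 dilution of DMSO stock) for 48 hours at 37C. After MPER lysis, β-galactosidase reporter activity was read as FDG fluorescence (ex 480/em 540) after 30 minutes.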
ELG1 genotoxic: qHTS screen for small molecules that induce genotoxicity in human embryonic kidney (HEK293T) cells expressing luciferase-tagged ELG1. HEK293T ELG1-luciferase reporter, luminescence, 16 h. Potency, µM (highest dose often 46 µM), for inactives: at the top dose activity change, positive = activation, usual class: activators. 330,000 tested, 1.3% active. AID 504466, 2011; also: potency is read from the fitted curve at half-maximal effect; % of control where 0% means no effect; nearly all actives have a fitted effect of over 60% in size
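After overnight (16 hr) compound treatment at 37 °C, ELG1-luciferase HEK293T cells were lysed with ONE-Glo; luminescence quantified 30 min later at room temperature.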
B2AR arrestin: qHTS assay of beta-arrestin-biased ligands of beta2-adrenergic receptor. Beta-2 adrenergic receptor (Homo sapiens), P07550. beta-arrestin recruitment to beta2AR, cell-based reporter. Potency, µM (doses to about 46.1 µM), inactives show at the highest dose activation, actives largely listed as activators. 330,000 tested, 0.02% active;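 also: potency is read from the fitted curve at half-maximal effect; 0% = DMSO controls and full agonism = EC100 isoproterenol or metaproterenol; nearly all actives have a fitted effect of over 65% in size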
ASM inhibitor: Inhibitors of Secretory Acid Sphingomyelinase (S-ASM): qHTS; Sphingomyelin phosphodiesterase (Homo sapiens), P17405; placental ASM, HMU-PC fluorogenic substrate, 60 min; Potency, µM (titrated, usually from 57.5 µM), for the others: top-dose activity change, negative = inhibition, actives largely listed as inhibitors; 340,000 tested, 0.006% active; AID 504937, 2011; also: potency is read from the fitted curve at half-maximal effect
Target sequence (P17405 47-631 limits assumed): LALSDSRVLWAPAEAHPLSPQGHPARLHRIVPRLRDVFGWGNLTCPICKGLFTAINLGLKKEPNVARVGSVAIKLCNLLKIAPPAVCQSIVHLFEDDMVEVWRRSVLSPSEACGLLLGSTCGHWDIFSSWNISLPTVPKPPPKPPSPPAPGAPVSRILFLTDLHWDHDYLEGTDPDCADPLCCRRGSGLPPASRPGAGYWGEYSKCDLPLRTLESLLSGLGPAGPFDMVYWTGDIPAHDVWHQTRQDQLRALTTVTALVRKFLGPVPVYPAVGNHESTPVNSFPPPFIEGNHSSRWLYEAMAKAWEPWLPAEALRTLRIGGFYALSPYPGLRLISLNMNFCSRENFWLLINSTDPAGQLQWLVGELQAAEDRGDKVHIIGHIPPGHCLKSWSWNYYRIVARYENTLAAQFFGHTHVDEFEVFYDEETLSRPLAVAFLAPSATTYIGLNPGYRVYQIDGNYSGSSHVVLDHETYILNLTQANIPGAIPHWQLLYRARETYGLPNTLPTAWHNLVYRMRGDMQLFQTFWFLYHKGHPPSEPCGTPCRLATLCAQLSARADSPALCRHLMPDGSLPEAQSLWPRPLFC
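Fluorogenic HMU-PC substrate (9 uM final) is turned over by placental ASM in 60 min at 37 C after a 10 min compound preincubation. Reaction ended by alkaline stop (pH 10), with fluorescence read at 386/447 nm.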
PTAP TSG101 blk: qHTS Assay for Iinhibitors of HIV-1 Budding by Blocking the Interaction of PTAP/TSG101. Tumor susceptibility gene 101 protein (Homo sapiens), Q99816. Fluorescence polarization, FITC-PTAP peptide / Tsg101 binding. Potency, µM (titrated, usually from 115 µM), inactives show at the highest dose activity change, negative = inhibition, hits mostly inhibitors. 340,000 tested, under 10 active. AID 493005, 2010; active = well fitted inhibition curve with a large enough effect in the main read-out, with a control signal flat, not every such curve was filed as active; inconclusive = small, poorly fitted or top-dose-only effect, or effect the other way, or a change in a side signal; inactive = no such curve, though single readings can be large or run the other way; also: potency is read from the fitted curve at half-maximal effect; % of control where 0% means no effect
Target sequence (Q99816 whole entry, looked up): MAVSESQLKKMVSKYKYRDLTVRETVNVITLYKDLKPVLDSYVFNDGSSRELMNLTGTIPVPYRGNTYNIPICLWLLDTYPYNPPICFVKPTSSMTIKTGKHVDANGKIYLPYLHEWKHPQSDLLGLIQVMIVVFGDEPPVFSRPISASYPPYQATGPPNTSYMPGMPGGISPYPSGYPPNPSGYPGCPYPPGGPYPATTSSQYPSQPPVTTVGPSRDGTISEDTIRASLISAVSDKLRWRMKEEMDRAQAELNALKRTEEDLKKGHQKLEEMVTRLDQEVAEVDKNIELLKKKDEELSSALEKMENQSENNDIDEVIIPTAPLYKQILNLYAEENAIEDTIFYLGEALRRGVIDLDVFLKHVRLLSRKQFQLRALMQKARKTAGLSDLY
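Tsg101 binding domain (10 uM final) was mixed with compound and a FITC-labeled PTAP peptide (50 nM final) in HEPES pH 7.5 buffer with NaCl, Tween 20, EDTA and TCEP; fluorescence polarization was read after 20 min at r.t.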
USP2a block: qHTS Assay for Inhibitors of Ubiquitin-specific Protease USP2a Using CHOP2 as the Reporter | Ubiquitin carboxyl-terminal hydrolase 2 (Homo sapiens), O75604 | USP2 core, Ub-CHOP2 coupled fluorogenic reporter, 485/531 | Potency, µM (highest dose often 38.3 µM), inactives show top-dose activity change, negative = inhibition, actives largely listed as inhibitors | 330,000 tested, 0.01% active | AID 463254, 2010;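 also: potency is read from the fitted curve at half-maximal effect; plate controls were DMSO wells for no effect and full inhibition by NEM control for full effect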
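USP2 core (10nM final) preincubated 30min RT with compound in 20mM Tris-HCl pH 8.0, 2mM CaCl2, 2mM beta-mercaptoethanol, 0.05% CHAPS; 25nM Ub-CHOP2 plus 25nM reporter substrate added, fluorescence (Ex485/Em531) read after 60min.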
TRPV1 agonist: HTS Assay for Compounds that Act as Agonists of the Vanilloid Receptor 1; activation, % at 8.33 µM; Transient receptor potential cation channel subfamily V member 1 (Homo sapiens), Q8NER1; AID 540275, 2011; TRPV1-expressing cells, Fluo-8 calcium influx, agonist mode; 320,000 tested, 0.19% active; in the data active = activation above about 80%; inconclusive = between about 30% and that limit; also: 0% is about no effect
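TRPV1-expressing cells were cultured overnight at 35.5C and loaded with Fluo-8 calcium dye for 40 to 90 min at room temperature. After a 10 s baseline, compound was added and calcium influx was read kinetically for 3 min (ex 480/em 520 nm).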
Eya2 phos inh: qHTS Assay for Inhibitors of the Phosphatase Activity of Eya2; AID 488837, 2010; Potency, µM (doses to about 76.9 µM), for inactives: top-dose activity, negative = inhibition, usual class: inhibitors; Protein phosphatase EYA2 (Homo sapiens), O00167; recombinant Eya2, OMFP fluorescence dephosphorylation (OMFP is methylfluorescein phosphate); 330,000 tested, 0.006% active; also: potency is read from the fitted curve at half-maximal effect; % is scaled to controls: 0 for no effect and ±100 for the full control effect
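Eya2 protein (added as 0.2 uM solution) was preincubated with compound for 10 min at ambient temperature in 50 mM HEPES pH 7.5, 50 mM NaCl, 5 uM MgCl2, 0.05% BSA, 1 mM DTT. OMFP (added at 50 uM) then reacted 10 min; fluorescence read at 485/525 nm.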
* = called active by the depositor; ? = inconclusive; · = not tested or not shown; [ ] = remark or other dose. Unless noted, calls follow the shape of the dose curve; as a rule, active = well fitted curve in the direction sought with a large enough effect; inconclusive = small, poorly fitted or top-dose-only effect, or another doubt; inactive = no such curve, though single readings can be large; an effect the other way counts as inactive or inconclusive.

SMILES	uPA generation	p53 reactivation	BRCA1 expr up	a7 integrin act	ELG1 genotoxic	B2AR arrestin	ASM inhibitor	PTAP TSG101 blk	USP2a block	TRPV1 agonist	Eya2 phos inh
COc1cc2nc(SCC(=O)NCCc3ccccc3)n(Cc3ccco3)c(=O)c2cc1OC	-1%	-6%	6%[1.84 µM]	1%	-5%	-0.2%	-3%	-4%	2%	3	-11%
CCN(CC)CCNC(=O)c1ccc(NC(=O)c2cn(-c3ccc(F)cc3)nc2-c2cccc(OC)c2)cc1	0%	4%	-46%	-80%[inhibitor]	?	0.3%	?	-1%	4%	10	-7%
O=C(CN1C(=O)C2C3C=CC(C3)C2C1=O)OCC(=O)c1ccc(Cl)cc1 (centres undefined)	2%	·	-7%	28%	1%	-0.4%	0%	-4%	2%	5	7%
CC1=C(C(N)=O)C(c2cccs2)n2ncnc2N1 (centres undefined)	1%	1%	0%	-36%	0%	-1.5%	12%	-1%	3%	1	-1%
Cn1c(CCCNC(=O)c2ccco2)nc2ccccc21	1%	·	0%	5%	·	·	-5%	0%	·	·	·
COc1cc(/C=N/NC(=O)CCn2nc(C)cc2C)ccc1O	2%	1%	19%	9%	-1%	-0.4%	77%[activator]	0%	2%	2	17%
CC(C)(C)c1nnc(NC(=O)COc2ccc3c(c2)OCO3)s1	-1%	?	2.5µM*	28%	?	-0.4%	4%	1%	0%	-5	-13%
N#CC1=C(N)Oc2cc(N)ccc2C1c1cc(Br)cs1 (centres undefined)	-10%	·	-19%	1%	-3%	-2.1%	-3%	-2%	0%	0	10%
Cc1ccc(C(=O)COC(=O)C2C3C=CC(C3)C2C(=O)OCC(=O)c2ccc(C)c(C)c2)cc1C (centres undefined)	-3%	-9%	2%	18%	-9%	-0.3%	-2%	-3%	-5%	18	0%
CCOC(=O)c1cc(-c2ccco2)nc2c1c(C)nn2CCC#N	-9%	-10%	-35%	-25%	-11%	-0.9%	245%[activator]	-8%	-2%	6	19%
Cc1ccc(S(=O)(=O)N2CCOCC2)cc1NC(=O)COC(=O)/C=C/c1ccc(F)cc1	6%	-5%	-29%	-28%	-2%	-0.3%	-2%	1%	0%	·	-1%
Cc1cnc(NS(=O)(=O)c2ccccc2)c(Br)c1	-6%	-2%	-25%	-12%	-3%	-0.7%	0%	-6%	-1%	1	6%
CCCCc1nc(SCC(=O)Nc2ccc(S(N)(=O)=O)cc2)n[nH]1	-2%	-4%	4%	-4%	5%	-0.3%	3%	-7%	2%	0	8%
COc1c(C)cc(C(=O)C2CCCN(Cc3cnc(N4CCOCC4)s3)C2)cc1C (centres undefined)	6%	-4%	-19%	25%	-5%	-0.2%	0%	-2%	-2%	9	3%
Cc1cc(C)cc(-n2ccnc2SCC(=O)Nc2nccs2)c1	-15%	2%	-47%	-1%	-1%	-0.7%	-3%	-3%	0%	0	-3%
CC(=O)c1sc(NC(=O)Cc2c(F)cccc2Cl)nc1C	-1%	9%	2%	36%	-6%	-0.1%	21%	0%	-4%	-1	2%
Fc1cccc(NCc2ccoc2)c1	·	2%	0%	-16%[7.66 µM]	0%	-0.3%	9%	-7%	-1%	-1	-8%
Cc1ccc(-n2c(SCC(=O)NCc3ccco3)nc3nc4c(cc3c2=O)COC(C)(C)C4)cc1	3%	-7%	0%	1%	1%	0.4%	-3%	0%	-8%	-4	-11%
OCCC1CN(C2CCC2)CCN1Cc1ccc(F)c(F)c1 (centres undefined)	-2%	14%	-8%	-18%	0%	-3.4%	1%	0%	-1%	0	-2%
COc1ccc(S(=O)(=O)Nc2ccc3c(c2)n(C)c(=O)n3C)cc1C	-10%	-5%	-52%	11%	?	0.0%	4%	-5%	3%	0	-7%

Looked up by compound from above, five records:
SMILES	uPA generation	p53 reactivation	BRCA1 expr up	a7 integrin act	ELG1 genotoxic	B2AR arrestin	ASM inhibitor	PTAP TSG101 blk	USP2a block	TRPV1 agonist	Eya2 phos inh
COc1c(C)cc(C(=O)C2CCCN(Cc3cnc(N4CCOCC4)s3)C2)cc1C (centres undefined)	6%	-4%	-19%	25%	-5%	-0.2%	0%	-2%	-2%	9	3%
Cn1c(CCCNC(=O)c2ccco2)nc2ccccc21	1%	·	0%	5%	·	·	-5%	0%	·	·	·
COc1cc(/C=N/NC(=O)CCn2nc(C)cc2C)ccc1O	2%	1%	19%	9%	-1%	-0.4%	77%[activator]	0%	2%	2	17%
CCN(CC)CCNC(=O)c1ccc(NC(=O)c2cn(-c3ccc(F)cc3)nc2-c2cccc(OC)c2)cc1	0%	4%	-46%	-80%[inhibitor]	?	0.3%	?	-1%	4%	10	-7%
Cc1ccc(C(=O)COC(=O)C2C3C=CC(C3)C2C(=O)OCC(=O)c2ccc(C)c(C)c2)cc1C (centres undefined)	-3%	-9%	2%	18%	-9%	-0.3%	-2%	-3%	-5%	18	0%

More compounds follow.
SMILES	uPA generation	p53 reactivation	BRCA1 expr up	a7 integrin act	ELG1 genotoxic	B2AR arrestin	ASM inhibitor	PTAP TSG101 blk	USP2a block	TRPV1 agonist	Eya2 phos inh
Cc1ccc(NC(=O)C2CCCN(c3nccc(C)n3)C2)c(C)c1 (centres undefined)	-3%	7%	-13%	13%	-4%	-0.6%	0%	0%	3%	6	-9%
CC(C)Cn1c(SCC(N)=O)nnc1-c1cccc(S(=O)(=O)N2CCOCC2)c1	0%	2%	-1%	-17%	-1%	-0.4%	-2%	0%	?	·	-23%
CCn1c(SCC(=O)N2CCC(C(N)=O)(N3CCCCC3)CC2)nc2ccccc2c1=O	4%	·	0%	-12%	·	·	-4%	5%	·	·	·
CC(=O)Nc1ccc(C(=O)N/C(=C\c2ccccc2)C(=O)Nc2cccc(C(=O)O)c2)cc1	0%	2%	-17%	2%	0%	-0.1%	0%	-3%	0%	1	-25%
CCOC(=O)CCCNC(=O)COC(=O)c1cc(C)cc(C)c1	-7%	4%	-6%	17%	0%	0.2%	-1%	-6%	4%	0	2%
Cc1ccc(C(=O)Cn2c(=N)n(CCN3CCOCC3)c3ccccc32)cc1	-3%	5%	0%	-1%	-1%	0.5%	-2%	-5%	2%	14	2%
Cc1cccc(C)c1NC(=O)CCCSc1nc2ccccc2s1	2%	15%	-11%	-46%[inhibitor]	9%	-2.4%	4%	0%	-1%	5	1%
COc1ccc(CCNC(=O)COc2ccc(C)nc2[N+](=O)[O-])cc1OC	3%	-2%	-16%	-24%	0%	0.1%	2%	-5%	2%	1	-2%
COc1ccccc1CN1CC(C(=O)NCc2nc3ccccc3n2C)CCC1=O (centres undefined)	3%	7%	-10%	-26%	3%	-1.1%	3%	·	1%	1	-9%
O=C(COc1ccc2ccccc2c1)NNC(=O)c1ccc([N+](=O)[O-])cc1	1%	5%	10%	-16%	0%	0.4%	5%	-3%	0%	2	-2%
CC(=O)OC(C)C(=O)NS(=O)(=O)c1ccc(C)cc1 (centres undefined)	5%	-5%	7%	3%	-10%	0.0%	5%	-4%	3%	-10	-7%
Cc1ccccc1-n1cnc2c(sc3nc(N4CCOCC4)c4c(c32)CCCC4)c1=O	0%	-2%	0%	-6%	-8%	-0.6%	-2%	-3%	-7%	0	3%
CCCCC(=O)NCc1ccc(Cl)cc1	0%	-1%	-2%	4%	1%	0.5%	6%	-1%	0%	16	3%
CCOC(=O)C1CCN(S(=O)(=O)c2c(C)noc2C)CC1	-25%	19%	5%	4%	4%	-0.1%	3%	1%	1%	-3	1%
CN(CCc1ccccn1)S(=O)(=O)c1ccc2c3c(cccc13)C(=O)N2	-2%	-11%	-14%	14%	1%	0.1%	360%[activator]	-2%	1%	-3	21%
